Rin1 Abl inh – human Rin1-Abl interaction inhibition; P00519+Q13671; TR-FRET Rin1/Abl binding, biochemical; inhibition, % at 7.35 µM; 0.4% of 360,000 active; in the data active = inhibition above about 5%, passing the limit was not always enough
Rpn11 inh – blocks the human proteasome subunit Rpn11. human 26S proteasome, Ub4-pepOG fluorescence polarization; 20S core pre-blocked with epoxomicin. calls only at 20 µM. 0.59% of 360,000 active. AID 588493;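 active = inhibition at 20 µM, scaled to each plate's controls, above about 33%, limit read from the data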
STEP block – blocks human striatal-enriched tyrosine phosphatase. AID 588621. inhibition, % at 20 µM. P54829. 0.25% of 360,000 active. recombinant STEP, OMFP fluorogenic substrate, fluorescence;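 active = inhibition at 20 µM, scaled per plate between control wells, above about 37%, limit read from the data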;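 also: 0% = DMSO with enzyme and substrate and 100% = substrate only without enzyme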
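medium = Bis-Tris buffer pH 6.0, 2.5 mM DTT, 0.005% Tween 20 | test system = STEP (striatal-enriched tyrosine phosphatase) enzyme, cell-free | measure = normalized % inhibition | compound dosing = 20 µM, 1% DMSO | also added = 25 µM OMFP | schedule = reaction 20 min, ambient temperature | measured by = fluorescence read at 480 nm ex / 540 nm em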
SUMO1-SIM PPI – alters human SUMO1 binding to SIM partners; AID 602429; 0.33% of 360,000 active; SUMO1 binding to a labelled peptide, TR-FRET, 1 h; inhibition, % at 20 µM; P63165; in the data active = inhibition above about 37%
Target sequence (P63165 whole entry, looked up): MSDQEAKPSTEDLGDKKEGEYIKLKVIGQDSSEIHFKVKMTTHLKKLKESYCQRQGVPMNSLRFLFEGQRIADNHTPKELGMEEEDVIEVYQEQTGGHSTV
Scp1 inh – blocks human Scp-1 phosphatase activity; Q9GZU7; Recombinant Scp1, phosphopeptide, malachite green phosphate absorbance; inhibition, % at 20 µM; 0.88% of 340,000 active; AID 493091;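 active = inhibition above about 50% at 20 µM, limit read from the data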;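 also: plate controls were DMSO wells with enzyme for no effect and wells lacking enzyme for full effect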
Target sequence (Q9GZU7 76-261 limits assumed): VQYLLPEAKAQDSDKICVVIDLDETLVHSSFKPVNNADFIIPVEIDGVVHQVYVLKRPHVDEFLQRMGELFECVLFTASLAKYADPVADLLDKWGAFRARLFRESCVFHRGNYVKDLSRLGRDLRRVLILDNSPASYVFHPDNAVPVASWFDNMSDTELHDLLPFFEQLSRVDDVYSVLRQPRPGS
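Material – SCP-1 phosphatase catalytic domain, residues 76-261 · Buffer or medium – Acidic Tris acetate buffer with magnesium and detergent · Also added – Phospho 17-mer peptide substrate · Compound – single 20 µM dose, 1% DMSO · Times – 45 min room-temperature reaction, 5 min colour, 30 min stabiliser · Technique – Phosphate-binding colour reagent, absorbance read at 630 nm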
DNMT1 inh – DNMT1 (human) enzyme inhibition; P26358; DNMT1 molecular beacon, Hinp1I cleavage, fluorescence; inhibition (reported as % activation of signal), % at 10 µM; AID 588458; 0.83% of 360,000 active; in the data active = inhibition above about 50%
LMPTP block – blocks human LMPTP phosphatase; AID 651560; inhibition, % at 20 µM; 0.22% of 360,000 active; recombinant LMPTP-A, OMFP fluorogenic substrate, fluorescence intensity;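 active = compounds that cut the enzyme signal by at least half of the control window in the single-dose screen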;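 also: plate controls were DMSO wells with enzyme plus substrate for no effect and substrate without enzyme for full effect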
Target sequence (P24666 whole entry, looked up): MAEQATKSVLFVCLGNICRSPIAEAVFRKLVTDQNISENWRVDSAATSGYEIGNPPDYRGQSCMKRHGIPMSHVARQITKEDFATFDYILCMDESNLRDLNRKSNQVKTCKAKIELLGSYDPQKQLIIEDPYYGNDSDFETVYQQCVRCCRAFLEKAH
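Test system: LMPTP-A, protein tyrosine phosphatase of low molecular weight; Input: 0.625 nM enzyme; Incubation: 50 min dark incubation at room temperature; Signal: endpoint fluorescence intensity from OMFP dephosphorylation; Read-out basis: % inhibition versus control wells.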
CSN deneddyl inh – inhibitors of human CSN-mediated cullin deneddylation | Q92905 | Purified CSN, SCF-Nedd8-OG deneddylation, fluorescence polarization | inhibition, % at 12.5 µM | 0.38% of 360,000 active;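 active = pattern-corrected inhibition above about 35%, with an unprinted fluorescence ratio check between 0.5 and 1.5, limit read from the data, passing the limit was not always enough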;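 also: 0% = enzyme with substrate and 100% = substrate without enzyme; some results filed as inactive read as strong as hits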
Target sequence (Q92905 whole entry, looked up, one chain of several): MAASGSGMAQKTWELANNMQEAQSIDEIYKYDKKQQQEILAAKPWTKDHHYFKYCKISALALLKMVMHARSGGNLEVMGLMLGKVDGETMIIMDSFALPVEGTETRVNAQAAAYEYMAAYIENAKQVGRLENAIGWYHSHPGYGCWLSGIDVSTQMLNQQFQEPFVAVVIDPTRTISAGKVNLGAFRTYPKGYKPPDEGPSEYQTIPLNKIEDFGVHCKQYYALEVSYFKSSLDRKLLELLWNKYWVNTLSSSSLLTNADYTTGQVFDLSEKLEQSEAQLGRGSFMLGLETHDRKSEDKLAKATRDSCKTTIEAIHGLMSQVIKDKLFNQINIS
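Assay system: purified human Csn5 enzyme expressed in HEK293T cells; Input: 0.24 nM Csn5 enzyme, final concentration; Reagent: 10 nM SCFSkp2-Nedd8OG; Compound dosing: 12.5 µM single point; Times: reaction 90 min, room temperature; Technique: fluorescence polarization readout.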
Neddylation inh – cullin neddylation inhibition. P61081+Q13564. TR-FRET cullin neddylation, biochemical. calls only at 25 µM. 0.58% of 360,000 active. AID 651699; in the data active = inhibition above about 36%
NadD inh – inhibitors of Staphylococcus aureus NadD; purified NadD enzyme, colorimetric absorbance read-out; inhibition, % at 20 µM; 0.78% of 360,000 active; AID 602399; in the data active = inhibition above about 26%; also: some compounds past the cut are filed as inactive
* = called active by the depositor; i = inactive; nt = no result given.

SMILES	Rin1 Abl inh	Rpn11 inh	STEP block	SUMO1-SIM PPI	Scp1 inh	DNMT1 inh	LMPTP block	CSN deneddyl inh	Neddylation inh	NadD inh
COc1cc(NC(=O)c2cc(C(C)C)on2)c(OC)cc1Cl	3	i	4	1	-2	-1	-0.7	-1	i	-10
Cc1cc(C)c(S(=O)(=O)N2CCCCC2CCNC(=O)C(=O)NCc2cccnc2)c(C)c1 (stereo not drawn)	-2	i	-1	0	-6	1	-0.2	-5	i	-1
CC(=O)Nc1cc2c(cc1C(C)=O)OCCO2	-2	i	-4	-1	-3	1	-2.5	-3	i	-3
O=C(COc1nc2ccccc2nc1N1CCOCC1)Nc1ccc(S(=O)(=O)N2CCCC2)cc1	-1	i	2	-12	-8	-6	0.2	8	i	7
O=C(NNc1ccc([N+](=O)[O-])cc1)C1C2CCCCC21 (stereo not drawn)	0	i	2	-8	-11	-8	-0.5	2	i	0
O=C(O)c1ccc(/C=N/Nc2ncc(Cl)cc2Cl)cc1	-1	i	-2	-10	-7	-2	-2.0	-2	i	-2
CCC1=[N+](C)CCn2c(C)ccc21	-3	i	9	-4	-2	-6	-2.1	0	i	-2
CCOC(=O)NC(=S)Nc1ccc(OC)cc1	-1	i	-2	-4	-3	3	0.9	4	i	-2
CCc1nc2ccc(C(=O)N3CCN(C(=O)c4ccco4)CC3)cn2c1N(C)C(=O)COc1ccccc1	-5	i	-2	-9	nt	6	-4.3	1	i	-2
COc1ccc(CNC(=O)[C@@H](NC(=O)C2CCN(C(=O)[C@@H](N)CC(C)C)CC2)C(C)C)cc1	-3	i	-3	1	-1	2	-5.4	2	i	6
CCN(C(=O)COC(=O)CNC(=O)c1ccccc1C)C1=CCCCC1	1	i	-2	4	-2	-2	-1.5	-2	i	-4
COCCCNC(=O)C1CCN(S(=O)(=O)c2c(C)noc2/C=C\c2ccc(OC)cc2)CC1	-8	i	1	-21	-9	-4	-0.6	-4	i	-12
Cc1ccc2cc(C#N)c(NCCNC(=O)C3CC3)nc2c1C	-3	i	-3	-5	-7	-2	-1.4	0	nt	-5
Cc1cc(Cl)ccc1NC(=O)CN1C(=O)CSc2ccc(S(=O)(=O)N3CCOCC3)cc21	1	i	-2	3	29	-1	-0.3	-1	i	-3
CCN1CCN(c2nc(-c3ccccc3Cl)nc3ccccc23)CC1	-1	i	-1	-3	-14	-6	-5.7	4	i	-7
O=C(COC(=O)Cn1cc(C(F)(F)F)ccc1=O)Nc1ccccc1	-1	i	-2	-2	3	0	-0.3	2	i	-2
CC(NC(=O)c1ccco1)C(=O)Nc1nccs1 (stereo not drawn)	3	i	-3	2	-3	4	-0.8	-6	i	-2
CC1(C)Cc2ccccc2-c2nnc(-c3ccc4ccccc4n3)n21	1	i	3	0	0	3	-1.0	-2	i	-8
C=CCNC(=S)NNC(=O)c1ccccc1OCC	-6	i	-3	0	-4	0	-1.1	-4	i	-5
O=C(Nc1cccc(-c2nnc(-c3ccccc3)o2)c1)c1ccco1	-1	i	-19	7	1	-4	0.8	-3	i	-7
C#CCCOC(=O)N1C2=NC(C(=O)OC)=C(C(=O)OC)[C@@H]3N(C)c4ccccc4[C@]23C[C@H]1CO	1	i	-3	2	-3	-2	0.7	1	i	-2
CCCCCNC(=O)C(c1ccc(C#N)cc1)n1c(=O)c(-c2ccco2)nc2ccccc21 (stereo not drawn)	nt	nt	nt	-5	nt	nt	0.5	19	i	nt
COc1ccc(OCCC(=O)OCC(=O)Nc2ccc(Br)cc2)cc1	0	i	-2	-2	-4	-1	1.3	2	i	-5
CCCCN(C)C(=O)c1nc2ccccn2c1CNC1CCC1	2	i	-1	-4	-3	2	0.0	-9	i	-3
Cn1c(SCC(=O)NC2CC2)nnc1-c1cccs1	1	i	0	-8	-4	4	-0.1	-1	i	-3

Three compounds already listed, ordered by their value in Scp1 inh, descending:
smiles	Scp1 inh
Cc1cc(Cl)ccc1NC(=O)CN1C(=O)CSc2ccc(S(=O)(=O)N3CCOCC3)cc21	29
C#CCCOC(=O)N1C2=NC(C(=O)OC)=C(C(=O)OC)[C@@H]3N(C)c4ccccc4[C@]23C[C@H]1CO	-3
CCN1CCN(c2nc(-c3ccccc3Cl)nc3ccccc23)CC1	-14

(next part)
SMILES	Rin1 Abl inh	Rpn11 inh	STEP block	SUMO1-SIM PPI	Scp1 inh	DNMT1 inh	LMPTP block	CSN deneddyl inh	Neddylation inh	NadD inh
O=C(Nc1ccc(F)cc1)c1ccccc1F	1	i	-6	-3	-5	0	-1.6	-2	i	10
COC(=O)CC(NC(=O)c1ccco1)c1cccc2ccccc12 (stereo not drawn)	3	i	-3	1	-5	4	1.2	6	i	-5
CC(=O)Nc1ccc(C)cc1NC(C)=O	1	i	-5	1	14	1	-1.5	3	i	-1
C[C@@H]1CCCCO[C@H](CN(C)C(=O)Nc2cccc3ccccc23)[C@@H](C)CN([C@H](C)CO)C(=O)c2cc(N(C)C)ccc2O1	2	i	0	-5	nt	-4	-1.3	0	i	1
O=C(O)c1ccccc1SCC(=O)N1c2ccccc2Sc2ccccc21	1	i	0	5	-11	-3	-0.7	3	i	5
COCC(C)n1c(SCC(=O)N2CC(=O)Nc3ccccc32)nc2ccccc2c1=O (stereo not drawn)	1	i	3	4	0	0	0.4	3	i	4
O=C(NCCN1CCOCC1)c1ccc2c(c1)N(Cc1ccccc1F)C(=O)c1ccccc1S2(=O)=O	-2	i	0	0	-5	-2	-1.4	3	i	3
O=C(Nc1ccon1)c1ccc2c(c1)OCO2	1	i	-3	-4	-9	3	-0.6	1	i	-3
COC(=O)c1ccccc1NC(=O)c1ccco1	-7	i	-1	-4	-13	3	0.0	-3	i	-1
CCC(C)NC(=O)c1ccc(NC(=O)C2=C(C)OCCS2)cc1 (stereo not drawn)	2	i	-4	-2	-3	1	-1.9	2	i	1
CCc1nnc(NC(=O)CSc2nc(C)c3c(c2C#N)CCCC3)s1	0	i	0	-3	-3	-1	0.7	5	nt	-2
COc1ccc(Oc2ncccc2[N+](=O)[O-])cc1	-1	i	-1	-32	-3	-5	0.0	-4	i	-3
CC1=NN(c2ccccc2)C(=O)/C1=C/N(C)C	-3	i	0	-1	-11	-4	0.2	-2	i	-6
Cc1c([N+](=O)[O-])c([N+](=O)[O-])nn1CC(=O)N1CCOCC1	-2	i	-3	-23	5	0	-0.9	-5	i	-5
Cc1ccccc1S(=O)(=O)c1c(C)cc(C)n(C)c1=O	-1	i	1	3	1	0	-0.5	43*	i	1
COc1cc2c(cc1OC)C(C)N(CCN1C(=O)c3ccccc3C1=O)CC2 (stereo not drawn)	-1	i	-2	4	-7	1	-2.2	2	i	-6
COc1ccccc1N1CCN(/N=C\c2ccccc2)CC1	1	i	2	-7	-6	3	0.9	2	i	5
CCCc1nnc(SCC(=O)Nc2cccc(C(F)(F)F)c2)o1	1	i	-2	3	-7	2	-0.3	-2	i	-3
COc1ccc(NC(=O)CN(C)C(=O)C(C)N2C(=O)c3ccccc3C2=O)cc1 (stereo not drawn)	4	i	-2	-1	-8	0	0.1	-9	i	0
O=C1C(O)CCN1C1CCCCC1 (stereo not drawn)	0	i	3	5	3	-2	-2.1	-4	i	0
Cn1cnc2c(NCc3ccco3)ncnc21	4	i	0	4	7	2	-0.7	-4	i	4
COc1ccc(CCNC(=O)c2cc3c(=O)n(C)c4ccccc4c3n2C)cc1OC	0	i	2	10	-2	0	0.3	-1	i	-4
CCN1CCN(C(=O)N(c2ccccc2)c2ccccc2)CC1	-4	i	-2	-5	-16	-1	-2.7	1	i	-4
C=CCn1c(Cc2cccs2)nnc1SCC(=O)Nc1cccc(OC)c1	-3	i	0	0	-8	-4	-0.9	0	i	-5
COc1ccc(CCn2c(=O)c3cccnc3n(Cc3cccc([N+](=O)[O-])c3)c2=O)cc1OC	-2	i	5	-5	-7	-3	1.4	3	i	-11

(listing goes on)
SMILES	Rin1 Abl inh	Rpn11 inh	STEP block	SUMO1-SIM PPI	Scp1 inh	DNMT1 inh	LMPTP block	CSN deneddyl inh	Neddylation inh	NadD inh
CC1CCN(CCCCOc2ccccc2-c2ccccc2)CC1	-2	i	-1	1	3	1	-0.9	1	i	3
CS(=O)(=O)N1CCN(C(=O)NC2CCCCC2)CC1	2	i	0	0	3	-1	0.4	-6	i	1
Cc1[nH]cnc1CN1CCc2c(c3ccccc3n2C)C1=O	-3	i	2	11	-9	-11	3.8	4	i	-4
C=CCOc1ccccc1CN(CCc1ccccc1)C(=O)c1cccc(S(C)(=O)=O)c1	1	i	1	4	-8	-5	2.0	1	i	-8
O=C(CN(c1cc(C(F)(F)F)ccc1Cl)S(=O)(=O)c1ccccc1)NCc1cccnc1	-3	i	-1	6	-2	3	0.2	-2	i	0
CCOC(=O)[C@]12CCC=C1N(Cc1ccccc1)C(=O)[C@H](CC(=O)NCC1CCCCC1)C2	nt	nt	nt	1	nt	nt	-2.0	-7	i	2
CCOCCCNc1nc2c(c(=O)[nH]c(=O)n2C)n1CCCc1ccccc1	5	i	-1	0	-10	-1	-2.2	1	i	0
CC(c1nnc(SCC(=O)NC(=O)NCc2ccco2)n1-c1ccc(Cl)cc1)N(C)C (stereo not drawn)	2	i	0	0	-4	4	0.4	-1	i	10
CCc1ccc(-c2nc(CS(=O)CC(=O)NCCCN3CCC(C)CC3)c(C)o2)cc1 (stereo not drawn)	-1	i	-1	-8	-11	-2	-0.3	2	i	-14
O=C(CCl)NC1CCCc2ccccc21 (stereo not drawn)	1	i	-1	0	-2	2	-1.1	-3	i	-1
COc1ccc(-c2csc(C(C)(O)c3cccc(F)c3)n2)cn1 (stereo not drawn)	4	i	-3	-1	nt	-4	0.3	-3	i	1
N#CC1=C(N)Oc2nc[nH]c(=O)c2C1c1cccs1 (stereo not drawn)	3	i	-2	0	-7	-3	1.4	-17	i	-1
CC1(C(=O)NS(=O)(=O)C2CC2)CCCN(C(=O)c2ccccc2C(F)(F)F)C1 (stereo not drawn)	1	i	0	0	nt	0	-1.9	-2	i	3
C=C1CCN([C@@H](CC(C)C)C(=O)Nc2nc3ccc(Cl)cc3s2)S(=O)(=O)c2ccccc21	5	i	-1	-6	-4	-16	0.0	-5	i	9
CC1=C(C(=O)OCc2ccccc2)C(/C=C/c2ccccc2)N2C(=O)CCSC2=N1 (stereo not drawn)	1	i	-1	2	5	-6	1.9	-4	i	9

Looked up by structure from the list above (4):
SMILES	Rin1 Abl inh	Rpn11 inh	STEP block	SUMO1-SIM PPI	Scp1 inh	DNMT1 inh	LMPTP block	CSN deneddyl inh	Neddylation inh	NadD inh
CCOCCCNc1nc2c(c(=O)[nH]c(=O)n2C)n1CCCc1ccccc1	5	i	-1	0	-10	-1	-2.2	1	i	0
Cc1[nH]cnc1CN1CCc2c(c3ccccc3n2C)C1=O	-3	i	2	11	-9	-11	3.8	4	i	-4
CS(=O)(=O)N1CCN(C(=O)NC2CCCCC2)CC1	2	i	0	0	3	-1	0.4	-6	i	1
CC(c1nnc(SCC(=O)NC(=O)NCc2ccco2)n1-c1ccc(Cl)cc1)N(C)C (stereo not drawn)	2	i	0	0	-4	4	0.4	-1	i	10

Compound activity from PubChem.
